GPR55 antagonists = GPR55 antagonists blocking LPI-driven arrestin recruitment, primary screen, imaging, U2OS, beta-arrestin-GFP, LPI agonist (AID 2013); U2OS GPR55 beta-arrestin-GFP translocation imaging, LPI antagonism; higher % means a stronger effect; inhibition, % at 10 µM, or IC50 in µM where a hit was titrated; hit rate 0.13% among 290,000;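 active means spots per cell inhibited over 60%, with over 100 cells counted and total cytoplasm intensity under 500,000; inconclusive means wells with under 100 cells, flagged as likely toxic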;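 further: U2OS cells stably carrying GPR55 and arrestin-GFP stimulated by 5 µM LPI near EC80; imaged beta-arrestin-GFP aggregate spots per cell after agonist stimulation; plate controls were LPI-stimulated DMSO wells for no effect and DMSO wells without LPI for full effect; some results filed as inactive read as strong as hits; confirmed hits need IC50 under 10 µM and bright autofluorescent wells are also inconclusive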
HIV fusion peptide = inhibitors of HIV fusion peptide binding, primary screen, biochemical, uHTS, fluorescence dequenching (AID 1986); cell-free peptide binding, fluorescence dequenching, 30 min; higher % means a stronger effect; inhibition, % at 20 µM, or IC50 in µM where a hit was titrated; hit rate 0.3% among 290,000; in the data active means inhibition mostly above about 52%, no sharp cut-off; inactive means mostly below about 76%; further: some results filed as inactive read as strong as hits
NTR1 ag = NTR1-driven beta-arrestin-GFP spot formation – imaging, U2OS cells, high content, primary screen (AID 493036); hit rate 0.17% among 330,000; agonist mode; activation, % at 20 µM;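 active means activation at or above 40% of the spot to cytoplasm intensity ratio, with at least 20 cells analyzed; inconclusive means wells under 20 cells, flagged as cytotoxic or low count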;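 further: 0% = DMSO without peptide and 100% = 100 nM NTR1 peptide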
Target sequence (P30989 whole entry, looked up): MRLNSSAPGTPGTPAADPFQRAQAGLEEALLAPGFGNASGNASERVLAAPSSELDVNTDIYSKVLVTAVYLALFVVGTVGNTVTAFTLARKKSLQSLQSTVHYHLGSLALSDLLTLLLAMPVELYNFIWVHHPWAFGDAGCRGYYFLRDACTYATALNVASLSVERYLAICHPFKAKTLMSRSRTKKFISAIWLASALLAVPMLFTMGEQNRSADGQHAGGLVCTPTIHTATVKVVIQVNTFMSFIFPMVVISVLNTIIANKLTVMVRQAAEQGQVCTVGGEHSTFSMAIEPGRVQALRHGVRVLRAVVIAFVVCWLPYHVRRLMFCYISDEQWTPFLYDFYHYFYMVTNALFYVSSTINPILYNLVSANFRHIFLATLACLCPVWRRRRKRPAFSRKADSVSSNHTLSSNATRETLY
Siah-1 displacement = Siah-1 peptide-binding antagonists, primary screen, biochemical, fluorescence polarization, rhodamine-plectin, uHTS (AID 1817) | one-dose displacement, % at 20 µM; IC50 in µM for titrated hits | Siah-1 / rhodamine-plectin peptide fluorescence polarization; higher % means a stronger effect | hit rate 0.02% among 290,000;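 active means displacement of at least 50% at 20 µM, with a fluorescence ratio check between 0.3 and a set limit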;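 further: plate controls were Siah plus tracer with DMSO for no effect and tracer alone without Siah for full effect; strong numbers were not always called active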
AID2073 = disruptors of CaV2.2 binding to Mint1 – biochemical, HTRF (AID 2073); one-dose inhibition, % at 20 µM; IC50 in µM for titrated hits; HTRF protein-protein interaction, Mint1-CaV2.2; higher % means a stronger effect; hit rate 0.19% among 290,000; in the data active means inhibition mostly above about 51%, no sharp cut-off; inconclusive means no clear call, values can overlap the other calls; inactive means mostly below about 53%; further: some results filed as inactive read as strong as hits
UTI89 phage lysis = inhibition of K1F phage lysis, E. coli UTI89, bacterial capsule biogenesis inhibitors, alamar blue (AID 488966). hit rate 0.02% among 340,000. inhibition, % at 100 µM, or IC50 in µM where a hit was titrated. E. coli UTI89 K1F phage lysis, alamar blue, 2 h; higher % means a stronger effect;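 active means phage lysis inhibition, versus mean bacterial control, above a set limit; inconclusive means no clear call, values can overlap the other calls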;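 further: capsule biogenesis inhibitors block K1F phage lysis so surviving cells raise fluorescence; higher fluorescence means more inhibition of phage lysis; actives were called in the ten point dose series up to 300 µM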
GPR35 antagonists = GPR35 antagonists blocking zaprinast-driven arrestin recruitment, primary screen, imaging, U2OS, beta-arrestin-GFP, zaprinast agonist (AID 2058); hit rate 0.052% among 290,000; inhibition, % at 10 µM, or IC50 in µM where a hit was titrated; U2OS GPR35 beta-arrestin-GFP translocation imaging, zaprinast antagonism; higher % means a stronger effect;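 active means inhibition of at least 50% with at least 30 cells and total cytoplasm GFP at most 10,000,000; inconclusive means under 30 cells or total GFP of 10,000,000 plus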
GPR55 activation = selective activators of receptor GPR55 – imaging, U2OS cells, beta-arrestin-GFP redistribution, primary screen (AID 1961). U2OS GPR55 beta-arrestin-GFP redistribution imaging; higher % means a stronger effect. hit rate 0.048% among 290,000. one-dose activation, % at 10 µM; EC50 in µM for titrated hits;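 active means activation above 40% with more than 50 cells counted in the well; inconclusive means wells holding fewer than 50 cells, flagged as toxic or sparse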;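 further: U2OS osteosarcoma cells stably expressing GPR55 and beta-arrestin-GFP; plate controls were DMSO negative control for no effect and LPI positive control for full effect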
Dengue-2 NS5 capping = Dengue-2 NS5 methyltransferase inhibitors, primary screen, biochemical, confirmation dose response (AID 588689); inhibition, % at 25 µM, or IC50 in µM where a hit was titrated; hit rate 0.3% among 340,000; Dengue-2 NS5 methyltransferase capping enzyme assay, biochemical; higher % means a stronger effect; in the data active means a potency from the dose series; inconclusive means inhibition above about 29% without an active follow-up result
NTR1 ag cell count 20 µM = further read-out of NTR1 ag, marked with its call; cell count; measured here: cell count, cytotoxicity flag
Active calls of the source: *; ? = inconclusive; . = no result given; [ ] = dose if it differs, or a comment.

SMILES | GPR55 antagonists | HIV fusion peptide | NTR1 ag | NTR1 ag cell count 20 µM | Siah-1 displacement | AID2073 | UTI89 phage lysis | GPR35 antagonists | GPR55 activation | Dengue-2 NS5 capping
CC1=C(C)C(c2ccccc2)NC(=S)N1 (stereo unspecified) | -2% | -0.6% | -1.5 | 67 | 16% | -7% | 1.4% | 11% | 1.2% | -4%
Cc1ccsc1/C=N/NC(=O)c1ccc2ccccc2c1 | 3% | 0.4% | -0.6 | 66 | 1% | 1% | 0.3%[50 µM] | -11% | 0.3% | 1%
COC(=O)c1cc2oc(C)cc2n1CC(=O)Nc1ccc(OC)c(OC)c1OC | -7% | -3.3% | . | . | 1% | -26% | . | -9% | 0.3% | .
Cc1cc(NC(=O)c2cccc3c2C(=O)N(C2CCCCC2)C3)ccc1Br | -28% | 0.6% | 2.2 | 48 | 0% | 14% | 0.1% | -2% | 0.2% | -2%
Cc1cc(C)c(C(=O)O)c(Cl)n1 | -11% | -0.6% | 1.2 | 51 | -3% | 14% | 1.9% | 12% | -0.5% | 0%
COc1ccc(C(=O)NC2CC2)cc1OC1CCN(Cc2cc(C)c(C)cc2C)CC1 | 11% | 1.9% | 0.3 | 53 | 4% | 4% | 1.6%[50 µM] | 7% | -0.1% | 1%
CN1CCC(=C(c2ccc(Cl)cc2)c2ccccn2)CC1 | 16% | 1.0% | -0.9 | 92 | 5% | 8% | 0.1% | 1% | -0.1% | -3%
COC(=O)C(Cc1ccc(O)cc1)NC(=O)C(CC(=O)OC(C)(C)C)NC(=O)OC(C)(C)C (stereo unspecified) | -1% | -1.1% | 0.5 | 93 | 4% | -1% | 1.4% | -7% | -0.7% | -3%
O=C(CCc1ccccc1)NNC(=S)NC(=O)c1ccccc1 | 11% | 11% | -0.2 | 58 | -8% | -23% | 0.2% | 4% | 0.2% | -4%
Cc1cc(C(=O)NN=C2CCCCC2)c2ccccc2n1 | 5% | -1.2% | . | . | 7% | 6% | 2.1% | 0% | 0.3% | 0%
Cc1nc(NC(=O)c2cc3c(C)nn(-c4ccccc4)c3s2)sc1C(=O)Nc1ccccc1 | 14% | 36% | -3.0 | 6 | 1% | 31% | 0.5% | 1% | -0.1% | -5%
CCOCCCNC(=O)Cc1ccc(F)cc1 | 5% | 4.5% | 0.2 | 92 | -2% | 9% | . | 1% | -0.1% | .
O=C(Nc1ccsc1C(=O)N1CCCCCC1)c1ccccc1 | 8% | -1.7% | 5.3 | 95 | 0% | 22% | 0.5% | 1% | -0.1% | -4%
c1ccc(CSc2nnc3ccc(-c4ccco4)nn23)nc1 | -4% | -0.7% | -0.1 | 48 | -2% | 29% | 0.3% | -6% | 0.2% | -3%
CCc1ccc(NC(=O)C2CCCN2C(=O)NC2CCCCC2)cc1 (stereo unspecified) | 1% | 0.5% | -1.2 | 39 | 0% | 5% | 0.2% | 7% | 0.6% | -1%
CC(=O)c1cc2c(s1)-c1cc(F)ccc1OC2 | -12% | 1.0% | -1.1 | 70 | -1% | ? | 0.1% | -8% | 0.1% | 2%
O=C(COC(=O)c1ccc(S(=O)(=O)N2CCCC2)cc1)NCc1ccccc1 | -14% | -2.8% | -0.5 | 44 | 1% | -1% | 0.9% | 0% | -1.0% | 5%
COc1ccc(N(Cc2cc3cccc(C)c3[nH]c2=O)S(C)(=O)=O)cc1 | 8% | -1.3% | 2.9 | 58 | -1% | -4% | 4.8% | -4% | -0.1% | -6%
COc1ccc(N(C(=O)c2cnccn2)C(C(=O)NCc2ccccc2)c2ccc(O)cc2)cc1 (stereo unspecified) | 7% | 1.4% | -0.3 | 51 | -3% | 5% | 0.1% | -7% | -0.1% | 4%
CC(C)c1ccc(NC(=O)c2cc(S(=O)(=O)N3CCCCC3)c[nH]2)cc1 | -2% | 1.1% | -0.3 | 42 | 4% | 22% | -0.2% | -1% | -0.1% | -3%
COc1cccc(-n2nnc3c(=O)n(CC(=O)N4CCC(Cc5ccccc5)CC4)cnc32)c1 | 2% | 2.7% | 6.0 | 50 | 2% | 7% | -1.7% | 21% | 0.0% | -3%
COc1ccc(-c2nc(-c3ccc(NC(=O)c4ccc(Br)o4)cc3)no2)cc1OC | 7% | 2.7% | 22 | 51 | -1% | 35% | 0.4% | 20% | -0.1% | -12%
CC(C)(C)C1CCC(OC(=O)c2ccncc2)CC1 (stereo unspecified) | 10% | 2.0% | 8.1 | 34 | 10% | -8% | 0.8% | 4% | 0.8% | 5%
Clc1ccc(-c2cc(COc3ccccc3)on2)cc1 | 11% | -1.7% | -0.3 | 31 | 0% | -3% | -1.1% | 3% | 0.1% | 5%
CCOC(=O)c1c(C)nc(-c2ccccc2)nc1N | 3% | -0.8% | -2.9 | 96 | 2% | 1% | 0.2% | 8% | -0.1% | -7%
(listing goes on)
SMILES | GPR55 antagonists | HIV fusion peptide | NTR1 ag | NTR1 ag cell count 20 µM | Siah-1 displacement | AID2073 | UTI89 phage lysis | GPR35 antagonists | GPR55 activation | Dengue-2 NS5 capping
Cc1cc2cc(CCNC(=O)c3ccc(C)c([N+](=O)[O-])c3)c(=O)[nH]c2cc1C | 8% | -3.4% | 3.5 | 67 | 0% | 5% | 0.1% | 3% | -0.2% | 1%
O=C(Nc1ccc2c(c1)nc1n2CCN(C2CCCCC2)C1)NC1CCCCC1 | 7% | 5.3% | 3.7 | 62 | 1% | 11% | . | -5% | 0.5% | .
Cc1cc(C)nc(SCC(=O)c2ccc(C)c(C)c2)n1 | -17% | -1.4% | 0.4 | 44 | -2% | 1% | -1.8% | -7% | -0.1% | -1%
CS(=O)(=O)Nc1ccc([N+](=O)[O-])cc1Oc1ccccc1 | 6% | 1.8% | 1.4 | 73 | 19% | 19% | 2.8% | -23% | -0.2% | -4%
Cc1ccc(S(=O)(=O)[N-]c2nc3ccccc3nc2-n2cc[n+](Cc3ccccc3)c2)cc1 | 1% | 0.2% | 2.5 | 58 | 1% | -7% | 0.7% | 0% | 0.0% | 8%
O=C(CSc1cn[nH]n1)Nc1ccc(O)c(C(=O)O)c1 | -2% | 0.9% | 0.5 | 49 | 3% | 4% | 0.4% | -15% | -0.2% | -1%
CC(=O)N/C(=C\c1ccc(C)o1)C(=O)NCc1ccccc1 | 0% | 0.1% | 0.8 | 53 | -3% | -7% | -0.3% | 3% | -0.3% | -9%
CCOC(=O)C(Cc1ccccc1)c1ccnc2ncnn12 (stereo unspecified) | -7% | 0.2% | -1.7 | 32 | -4% | -3% | -1.0% | 1% | -0.1% | -9%
Clc1ccccc1N/N=C/c1ccc2c(c1)OCO2 | -10% | -2.8% | 2.5 | 51 | 3% | 1% | -0.3% | 11% | 0.1% | 2%
COc1ccc(Br)cc1/C=c1\sc2nc(-c3ccco3)nn2c1=O | 6% | 56%* | -1.6 | 56 | 0% | 66%* | 0.2% | 3% | -0.1% | -8%
Cc1ccc(SCc2cc(=O)n3ccsc3n2)c(C)c1 | 16% | 1.1% | 1.6 | 39 | 13% | 13% | . | -1% | -0.2% | .
Cn1c(N)c(C(=O)COC(=O)C2CCCN2C(=O)c2cccs2)c(=O)n(C)c1=O (stereo unspecified) | -9% | -0.7% | 0.7 | 51 | -2% | 6% | 0.0% | 5% | 0.0% | 5%
Cc1cccc(CSc2nnc([C@@H]3CCCN3)o2)c1 | 7% | -0.8% | 0.2 | 58 | 1% | 6% | -1.0% | 6% | 0.3% | 3%
CCN(CC)CCN(Cc1cc2cc3c(cc2[nH]c1=O)OCO3)C(=S)NCCOC | -10% | -0.6% | 1.5 | 56 | -9% | -15% | 0.4% | -6% | -0.2% | -3%
CCCC[C@@H]1CNC(=S)N1CCc1cccc2ccccc12 | 9% | 0.8% | 9.2 | 53 | 5% | -16% | 1.2% | -7% | -0.1% | -5%
COc1ccc(S(=O)(=O)Nc2c3ccccc3nc(=O)n2-c2ccccc2)cc1 | 16% | 2.6% | 3.3 | 82 | 2% | -12% | -0.2% | 9% | -0.1% | -10%
O=C(NCCc1ccccc1)c1ncn[nH]1 | -6% | -1.2% | 0.0 | 71 | 1% | -5% | 0.9% | -1% | 0.2% | -3%
Cc1cc(C)c2nc(N3CCC(C(=O)NCCCN4CCCCC4)CC3)sc2c1 | 26% | -0.2% | -0.5 | 69 | -1% | 3% | 0.6% | 0% | 0.2% | -7%
COc1ccc(S(=O)(=O)N2CCN(C3CC4CCC3C4)CC2)cc1 (stereo unspecified) | 9% | 1.7% | 3.0 | 51 | 2% | -14% | -0.5% | 7% | 0.0% | -9%
COc1cccc2c1OC1(C)CC2/C(=C(\C)O)C(=O)N1 (stereo unspecified) | -3% | -0.6% | -1.1 | 53 | 2% | 3% | 2.2% | -8% | -0.1% | 4%
COc1ccc(S(=O)(=O)N2CCC(C(=O)N3CCCCC3)CC2)cc1OC | 10% | -0.3% | 3.6 | 79 | -4% | -9% | 0.6% | 0% | -0.1% | -4%
O=C(Nc1c(Cl)cccc1Cl)C1CCN(C(=O)c2cccs2)CC1 | 8% | -0.2% | -2.3 | 51 | 1% | 7% | 0.1% | 1% | 0.1% | 0%
COc1ccc(NCC(=O)Nc2ccc(Br)cc2F)c(OC)c1 | 2% | 1.4% | 0.2 | 62 | 1% | -2% | 0.1% | -7% | -0.1% | -8%
O=C(C1CCCN(Cc2cccnc2)C1)N1CCCCC1 (stereo unspecified) | 11% | -1.4% | -0.4 | 43 | 2% | 1% | 0.5% | 9% | -0.2% | -5%
COC(=O)c1ccsc1NC(=O)CN1C(=O)CCC1=O | 0% | 0.9% | 1.9 | 61 | 1% | 17% | 0.0% | -4% | 0.2% | -2%
(next part)
SMILES | GPR55 antagonists | HIV fusion peptide | NTR1 ag | NTR1 ag cell count 20 µM | Siah-1 displacement | AID2073 | UTI89 phage lysis | GPR35 antagonists | GPR55 activation | Dengue-2 NS5 capping
Cc1cc2ccc3ccccc3c2cc1CN(C)C | -8% | 0.3% | -1.1 | 61 | -1% | 11% | . | 14% | 0.1% | .
COc1ccccc1C(=O)Nn1c(C)nc2ccccc2c1=O | 13% | 0.9% | 1.2 | 110 | -1% | 5% | -0.1% | -4% | 0.3% | -4%
CCCCn1nnnc1NCc1ccc(OC)c(OC)c1OC | 17% | 4.3% | 0.7 | 59 | 4% | 18% | 2.9% | 16% | -0.1% | -2%
CC(Cn1cncn1)C(=O)N1CCN(S(=O)(=O)c2ccc(Cl)cc2)CC1 (stereo unspecified) | 7% | -0.5% | -0.4 | 51 | 2% | 11% | 0.1% | 6% | 0.9% | -8%
CSc1nnc(-c2cccn(Cc3ccccc3)c2=O)o1 | 3% | -0.6% | 2.2 | 62 | -7% | 13% | -0.3% | -2% | 0.1% | 0%
CCCCC(=O)Nc1c(C)cc(C)cc1Cl | 9% | -1.2% | -0.7 | 66 | 1% | 2% | 3.4% | 11% | -0.1% | 0%

Compound activity: PubChem BioAssay, several laboratories
